SRC1 TRFRET art: counter-screen for PPARgamma SRC-1 recruitment agonists: TR-FRET artefact | TR-FRET ratio at 8 µM | TR-FRET detection artefact counter-screen, emission ratio; hits give high values | 0.34% of 99,000 active; in the data active = TR-FRET ratio above about 2300; also: inactives centre near 1800; reference of the scale not given here
SRC3 TRFRET art: counter-screen for PPARgamma SRC-3 recruitment agonists: TR-FRET artefact; PPARgamma/SRC-3 format; hits give high values; TR-FRET ratio at 8 µM; 0.39% of 99,000 active; AID 1048; in the data active = TR-FRET ratio above about 2000; also: inactives centre near 1600; reference of the scale not given here
Active calls of the source: *. This is a subset; count on the stated rates, not on these rows.

SMILES | SRC1 TRFRET art | SRC3 TRFRET art
COc1ccc(N2CCN(C(=O)/C(C#N)=C/c3ccccc3)CC2)cc1 | 1916 | 1606
CC(=O)Nc1ccc(/C(C)=N/NC(=O)c2ccncc2)cc1 | 1762 | 1707
CN(CC(=O)Nc1ccc(C#N)cc1)Cc1ccc(Cl)cc1 | 2067 | 1515
CCOC(=O)C1(CCc2ccccc2)CCN(Cc2ccccn2)CC1 | 1748 | 1487
COc1ccccc1N(CN1C(=O)c2ccccc2C1=O)C(=O)c1cccc(C)c1 | 1727 | 1576
COc1ccc(/C=N/Nc2nc(Nc3ccccc3)nc(N3CCCC3)n2)cc1 | 1594 | 1481
CCn1c(SCC(=O)N/N=C/C=C/c2ccccc2[N+](=O)[O-])nnc1-c1ccc(Cl)cc1 | 1983 | 1697
Cc1ccc(C(=O)NCC(=O)OCC(=O)Nc2ncc(C(F)(F)F)cc2Cl)cc1 | 1758 | 1648
Cn1c(CNC(=O)c2cccs2)n[nH]c1=S | 1670 | 1599
O=C(Nc1ccc(S(=O)(=O)N2CCCCC2c2cccnc2)cc1)c1ccccc1F (centres undefined) | 1452 | 1427
Cc1cccc(/C=C/C(=O)c2ccc(NC3=NCCCS3)cc2)c1 | 2050 | 1656
Cc1ccc(Nc2nnc(SCC(=O)Nc3cccc(S(=O)(=O)N4CCCCC4)c3)s2)cc1 | 1818 | 1549
O=c1c([N+](=O)[O-])cccn1Cc1ccccc1Cl | 1746 | 1424
CC(C)=NNc1nc(-c2ccccc2)cs1 | 1832 | 1562
CC1CCN(C(=O)Cn2cnc3c(cnn3C(C)(C)C)c2=O)CC1 | 1742 | 1417
CC(=O)OCC(=O)Nc1ccc(N=Nc2ccccc2)cc1 | 1677 | 1623
C=CCn1c(=O)/c(=C/c2cc(OC)c(OC)c(OC)c2)s/c1=C(/C#N)c1nc2ccccc2n1C | 1669 | 1592
C/C(=N\NC(=O)c1cc(-c2cccc([N+](=O)[O-])c2)n[nH]1)c1ccccc1O | 1686 | 1435
CC(C)OCCCNC(=O)Cc1ccc(F)cc1 | 1726 | 1471
COc1cc(/C=N\NC(=O)c2ccc(C)nc2)ccc1OC(=O)c1ccc2c(c1)OCO2 | 1944 | 1709
O=S(=O)(c1ccc(Cl)cc1)N1CCNCC1 | 1916 | 1516
COc1ccc(-n2c(SCC#N)nnc2-c2ccc(NS(=O)(=O)c3ccc(C)cc3)cc2)cc1 | 1697 | 1771
Cc1[nH]c2ccccc2c1C(C[N+](=O)[O-])c1cccc(O)c1 (centres undefined) | 1869 | 1707
O=c1c2[nH]c3ccc(F)cc3c2nc2n1CCCS2 | 1667 | 1498
COCC1CCCCN1Cc1cn[nH]c1-c1ccc2cc(OC)ccc2c1 (centres undefined) | 1783 | 1800

Next part.
SMILES | SRC1 TRFRET art | SRC3 TRFRET art
O=C(NC(=S)N(Cc1ccccc1)c1ccccn1)C1CCCCC1 | 1828 | 1724
Cc1cccc[n+]1C1C(c2ccc([N+](=O)[O-])cc2)C(C#N)=C(C(=C=[N-])C#N)NC1(O)C1CC1 (centres undefined) | 1745 | 1498
Cc1oc(-c2cccs2)nc1CN1CCN(CCC(C)C)C(CCO)C1 (centres undefined) | 1778 | 1471
CC(C)(C)C(=O)NC(=S)NNC(=O)c1ccc(-c2ccccc2)cc1 | 1603 | 1772
COc1ccc(-c2nnc3n(CCc4ccccc4)c(=O)c4ccccc4n23)cc1OC | 1915 | 1456
COCCCNC(=S)N1CCN(c2ccccc2)CC1 | 1623 | 1326
Cn1c(SCC2CCCO2)nnc1-c1ccc([N+](=O)[O-])cc1 (centres undefined) | 1830 | 1538
Cc1cc(SCC(=O)Nc2ncc(Cl)cc2Cl)nc2ccccc12 | 1633 | 1823
COc1ccc(N2CCN(C(=O)c3ccc(Cn4c(=S)[nH]c5ccc(N6CCOCC6)cc5c4=O)cc3)CC2)cc1 | 1727 | 1821
Cc1ccc(N2C(=O)c3cccc4c(C(=O)O)ccc(c34)C2=O)cc1 | 1599 | 1705
c1ccc(-c2ccccc2OCCCN2CCCCCC2)cc1 | 1765 | 1481
COC(=O)Cn1c(C)nc(=O)c(-c2ccccc2)c1C | 1790 | 1476
O=C(c1ccccc1)N1CCN(c2n[nH]c(=O)[nH]c2=O)CC1 | 1740 | 1538
Cc1cccc(N2CCN(CC(O)COCc3cccs3)CC2)c1C (centres undefined) | 1715 | 1500
COc1ccc(N(CC(=O)Nc2ccc3c(c2)OCO3)S(=O)(=O)c2ccccc2)cc1 | 1703 | 1446
CCSc1nnc(CNC(=O)c2ccccc2F)n1-c1ccccc1OC | 1801 | 1515
COc1cccc(-c2nnc(NC(=O)c3ccc(Cl)s3)o2)c1 | 1698 | 1518
CCOC(=O)c1c(NC(=S)Nc2ccc(OC)cc2)sc2c1CCCCC2 | 1568 | 1632
CCC(C)NC(=O)CSc1nc2cc3c(cc2c(=O)n1Cc1ccco1)OCO3 (centres undefined) | 1518 | 1399
CN1CCN(Cc2nc3ccccc3c(=O)n2Cc2nc(-c3ccccc3F)cs2)CC1 | 1910 | 1851
CCOC(=O)C1CCCN(C(=O)C2CCN(S(=O)(=O)c3cnc[nH]3)CC2)C1 (centres undefined) | 1777 | 1847
CCCCC(=O)NC(=S)Nc1cccc(C(=O)O)c1 | 1615 | 1689
CCCCCC(=O)N/N=C/c1ccc(N(C)C)cc1 | 1721 | 1458
O=C(O)CC/C(=C\c1ccc(Cl)c([N+](=O)[O-])c1)c1nc2ccccc2s1 | 1591 | 1397
O=C(/C(=C(\[O-])c1ccccc1)[n+]1ccc2ccccc2c1)c1ccc([N+](=O)[O-])cc1 | 2139 | 1564

For convenience, six of the compounds above:
SMILES | SRC1 TRFRET art | SRC3 TRFRET art
CN1CCN(Cc2nc3ccccc3c(=O)n2Cc2nc(-c3ccccc3F)cs2)CC1 | 1910 | 1851
CCOC(=O)C1CCCN(C(=O)C2CCN(S(=O)(=O)c3cnc[nH]3)CC2)C1 (centres undefined) | 1777 | 1847
CCCCC(=O)NC(=S)Nc1cccc(C(=O)O)c1 | 1615 | 1689
CCCCCC(=O)N/N=C/c1ccc(N(C)C)cc1 | 1721 | 1458
O=C(O)CC/C(=C\c1ccc(Cl)c([N+](=O)[O-])c1)c1nc2ccccc2s1 | 1591 | 1397
O=C(/C(=C(\[O-])c1ccccc1)[n+]1ccc2ccccc2c1)c1ccc([N+](=O)[O-])cc1 | 2139 | 1564

(continued)
SMILES | SRC1 TRFRET art | SRC3 TRFRET art
CCOC(=O)c1c(C)[nH]c(C2=NNC(=Nc3ccc(OCC)cc3)SC2)c1C | 1929 | 1568
O=C(NN1C(=O)/C(=C\c2cccnc2)SC1=S)c1ccco1 | 1886 | 1668
COc1cc(C(=O)NC2CC(C)(C)NC(C)(C)C2)cc(OC)c1OC | 1886 | 1299
Cc1nnc(-c2cnn(C)c2N)n1CCCN(C)C | 1767 | 1435
Cc1nn(C)c(C(=O)N/N=C/c2cccc3ccccc23)c1Cl | 1870 | 1546
O=C(CSc1ccc2c(c1)OCCO2)Nc1cccnc1 | 1612 | 1468
CC1CCCN(CC(=O)Nc2cccc([N+](=O)[O-])c2)C1 (centres undefined) | 1858 | 1593
Cc1c(C(=O)N2CCCC(C)C2)sc2ncnc(N3CCCCC3C)c12 (centres undefined) | 1824 | 1625
CCOC(=O)C1=C(C)C(c2ccc(OC)cc2)NC(=O)N1 (centres undefined) | 1751 | 1717
C=CCn1cnc2c(nnn2-c2ccc(OC)c(OC)c2)c1=O | 1821 | 1545
COC(=O)c1ccc(CNC(=O)c2cc3ccccc3oc2=O)cc1 | 1822 | 1591
CC(OC(=O)/C=C/c1cccs1)C(=O)Nc1ccc(S(N)(=O)=O)cc1 (centres undefined) | 1856 | 1675
CCC(C)NC(=O)Nc1ccc(C)cc1C (centres undefined) | 1452 | 1606
O=C1NN(c2ccccc2)C(=O)C2C1C1C=CC2C12CC2 (centres undefined) | 2091 | 1696
C=CCn1cccc(/C=C/C(=O)c2ccc(C(C)(C)C)cc2)c1=S | 1756 | 1467
COc1ccc(/C=N/Nc2nc3ccccc3s2)cc1O | 1875 | 1428
C=CCSc1nc2sc3c(c2c(=O)[nH]1)CCC3 | 1930 | 1789
CCCn1c(C)cc(C(=O)COC(=O)c2ccc(Cl)c(S(=O)(=O)N3CCCC3)c2)c1C | 1814 | 1495
CN(C)C(=O)CCSc1nnc(-c2ccncc2)o1 | 1747 | 1646
CC12CC3(C)CC(C)(C1)CC(C(=O)NC(=S)N1CCCC1)(C2)C3 | 1731 | 1567
Cc1ccc(S(=O)(=O)N2CCN(C(=O)CCC(=O)NCCc3ccc(S(N)(=O)=O)cc3)CC2)c(C)c1 | 2055 | 1660
Cc1ccccc1NC(=O)c1ccc(OCC(=O)Nc2ccccc2F)cc1 | 1672 | 1520
Cc1cc(=O)oc2cc(NC(=S)NCc3cccnc3)ccc12 | 1712 | 1431
O=C(CSc1nccc(=O)[nH]1)Nc1ccccc1Sc1ccccc1 | 1729 | 1508
CCOc1cnc(C(=O)NNC(=O)c2ccccc2Br)o1 | 1743 | 1632

Five of the compounds above, with two lines to a compound:
Results follow in this order: SRC1 TRFRET art	SRC3 TRFRET art
CN(C)C(=O)CCSc1nnc(-c2ccncc2)o1
 : 1747	1646
CC12CC3(C)CC(C)(C1)CC(C(=O)NC(=S)N1CCCC1)(C2)C3
 : 1731	1567
Cc1ccc(S(=O)(=O)N2CCN(C(=O)CCC(=O)NCCc3ccc(S(N)(=O)=O)cc3)CC2)c(C)c1
 : 2055	1660
Cc1ccccc1NC(=O)c1ccc(OCC(=O)Nc2ccccc2F)cc1
 : 1672	1520
Cc1cc(=O)oc2cc(NC(=S)NCc3cccnc3)ccc12
 : 1712	1431

More results follow.
SMILES | SRC1 TRFRET art | SRC3 TRFRET art
Cc1ccccc1Nc1nc(=O)c2cc([N+](=O)[O-])ccc2s1 | 1953 | 1622
COc1ccc(-c2cc(C(=O)O)nc3ccc4ccccc4c23)cc1OC | 1911 | 1638
CCOC(=O)Nc1cc(Br)c2c(c1)OCCO2 | 1808 | 1437
O=C(NC(=S)N(Cc1ccccc1)c1ccccn1)C1CC1 | 1883 | 1612
CCCCCOc1ccc(CSc2n[nH]c(C)n2)cc1 | 2043 | 1567
CCc1nc(SCC#N)c(C#N)cc1C | 1760 | 1756
CCc1nnc(NC(=O)CSc2nc(-c3ccc(F)cc3)cc(-c3ccccc3)c2C#N)s1 | 1717 | 1493
COCc1c(C(=O)OCc2c(C)noc2C)oc2ccccc12 | 2098 | 1628
O=C(Nc1nc2ccccc2s1)c1cc(-c2ccccc2)nn1-c1ccccc1 | 1627 | 1651
Cc1ccsc1/C=N/NC(=O)c1cc(-c2ccncc2)nc2ccccc12 | 1725 | 1646
CCn1cc(Cl)c(C(=O)Nc2cc(C(=O)OC)cc(C(=O)OC)c2)n1 | 1833 | 1820
CCCOC(=O)c1c(NC(=O)CCCn2nc([N+](=O)[O-])c(Cl)c2C)sc(C(=O)OC)c1C | 1690 | 1471
O=C(c1ccc([N+](=O)[O-])cc1[N+](=O)[O-])N1CCCC1 | 1923 | 1562
CC(C)COCc1ccc(O)c2ncccc12 | 1904 | 1678
CC(=O)Nc1ccc(S(=O)(=O)NCCC(=O)Nc2ccc(C)c(Cl)c2)cc1 | 1732 | 1791
CN(C(=O)COc1ccccc1)c1nc(-c2ccc(F)cc2)cs1 | 1630 | 1477
CCC(=O)Nc1ccc(C(=O)CSc2nc3ccccc3[nH]2)cc1 | 1743 | 1565
O=C(COc1ccc(F)cc1Br)N1CCN(c2ncccn2)CC1 | 1699 | 1476
CSc1nc2c(c(=O)n1-c1ccc(C)cc1)SCC2 | 1960 | 1595
COc1ccc(C2CC23N=C(c2ccccc2)OC3=O)cc1 (centres undefined) | 1856 | 1765
O=C(Oc1cccc(OC(=O)N2CCCCC2)c1)N1CCCCC1 | 1656 | 1432
Cc1cccc(N=C2NC(=O)/C(=C/C=C/c3ccco3)S2)c1 | 1788 | 1507
CC(=O)N(C)c1ccc(NS(=O)(=O)c2cc(Cl)ccc2Cl)cc1 | 1809 | 1357
Cc1sc2ncnc(SCC(=O)N(C(C)C)C(C)C)c2c1C | 1715 | 1481
O=[N+]([O-])c1ccc(/C=C2\CCC(C3=CCCC3)=C2N2CCOCC2)cc1 | 1864 | 1568

Going on with the list:
SMILES | SRC1 TRFRET art | SRC3 TRFRET art
O=S(=O)([O-])CCC[N+]1(CC#Cc2ccccc2)CCCCC1 | 1790 | 1785
COC(=O)c1ccc(COc2ccc(C=O)cc2OC)o1 | 1635 | 1640
CC(=O)c1ccc(Nc2ccc(-c3ccccc3F)nn2)cc1 | 1845 | 1809
O=C(Nc1ccc(Br)cc1)c1ccc(F)c(S(=O)(=O)N2CCN(c3ccccn3)CC2)c1 | 2066 | 1540
CCc1cccc(CC)c1NC(=O)CSc1nc2ccc(N3C(=O)C4C(C3=O)[C@H]3C=C[C@@H]4C3)cc2s1 (some centres undefined) | 1757 | 1485
C=CCn1cnc2c(nnn2-c2cc(C)cc(C)c2)c1=O | 1660 | 1735
CC(=O)Nc1ccc(S(=O)(=O)NNC2=NS(=O)(=O)c3ccccc32)cc1 | 1838 | 1784
Cc1c(C(=O)C(=O)N2c3ccccc3CC2C)c2ccccc2n1C (centres undefined) | 1618 | 1479
CCN(CC)C(=O)c1ccc(N)cc1 | 1798 | 1633
COc1ccc2cc(OC)c(C(=O)N3CCOCC3)cc2c1 | 1799 | 1541
COc1cc(C=O)ccc1OCc1cccc(Br)c1 | 1604 | 1487
c1ccc(CCN(Cc2ccccc2)C2CCN(C3CCCC3)CC2)cc1 | 1950 | 1500
COc1ccc(/C=N/NC(=O)c2ccc(-c3ccccc3)cc2)cc1O | 2050 | 1634
O=S(=O)(Nc1cccc(-c2cn3c(n2)SCC3)c1)c1cccs1 | 2032 | 1327
CCn1c(SCC(=O)NNC(=S)Nc2ccccc2)nnc1-c1ccc(Cl)cc1 | 1866 | 1697
O=S(=O)(c1ccccc1Br)N1CCC(O)(c2cccnc2)CC1 | 1774 | 1615
CC(C(=O)NCC1(c2ccccc2)CCOCC1)N1CCOCC1 (centres undefined) | 1677 | 1538
CCOC(=O)N1CCC(N2Cc3cccc(C(=O)N4CCN(c5cccc(Cl)c5)CC4)c3C2=O)CC1 | 1780 | 1731
Cc1cc(NC(=O)CSc2nnc(C3CC3)n2N)c([N+](=O)[O-])cc1C | 1787 | 1583
